PHOSPHO1 inh: PubChem AID 1565 | actives 1.1% (n = 290,000) | inhibition, % at 13.3 µM | recombinant PHOSPHO1, absorbance phosphatase assay; in the data active = inhibition above about 60%
Target sequence (Q8TCT1 whole entry, looked up): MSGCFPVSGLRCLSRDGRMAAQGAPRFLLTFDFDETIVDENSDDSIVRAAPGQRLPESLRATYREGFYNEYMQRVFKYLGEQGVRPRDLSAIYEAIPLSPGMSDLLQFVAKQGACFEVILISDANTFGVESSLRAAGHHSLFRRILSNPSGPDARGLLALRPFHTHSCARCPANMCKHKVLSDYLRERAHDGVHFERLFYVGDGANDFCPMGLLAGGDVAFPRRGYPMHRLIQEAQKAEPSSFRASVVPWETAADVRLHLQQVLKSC
GPR7 antagonist: GPR7 receptor antagonists, primary screen, cell-based, fluorescence, single concentration. GPR7-expressing cells, fluorescence antagonist assay. Neuropeptides B/W receptor type 1 (Homo sapiens), P48145. inhibition, % at 4.4 µM. actives 1.1% (n = 290,000). AID 1861, 2009; in the data active = inhibition above about 16%, passing the limit was not always enough;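 note: cells stimulated with the agonist NPW; 0% = agonist with vehicle and 100% = vehicle without agonist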
Target sequence (P48145 whole entry, looked up): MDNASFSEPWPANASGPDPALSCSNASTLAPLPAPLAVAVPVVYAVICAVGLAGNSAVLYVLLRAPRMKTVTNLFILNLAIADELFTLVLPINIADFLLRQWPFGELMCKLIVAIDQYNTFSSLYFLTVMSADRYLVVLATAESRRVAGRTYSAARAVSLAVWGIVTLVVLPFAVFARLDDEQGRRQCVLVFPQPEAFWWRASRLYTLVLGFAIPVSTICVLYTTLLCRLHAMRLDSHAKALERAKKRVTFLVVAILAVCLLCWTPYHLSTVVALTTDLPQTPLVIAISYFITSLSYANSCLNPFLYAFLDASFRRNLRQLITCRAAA
VIM-2 inhibitor: VIM-2 metallo-beta-lactamase inhibitors, primary screen, biochemical, epi-absorbance readout, Pseudomonas aeruginosa enzyme. purified VIM-2, nitrocefin hydrolysis, epi-absorbance fluorescence. inhibition, % at 5.6 µM. actives 0.89% (n = 290,000). AID 1527, 2009;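 active = inhibition above the mean of all tested compounds plus 3 SD, cutoff set per screening run, cut at about 7.5% in these data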;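 note: red hydrolysis product quenches plate fluorescence so inhibitors raise well fluorescence; 0% = enzyme with DMSO and 100% = DMSO without enzyme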
V1R ag counter: agonists of human V1a receptor, primary screen, counter-screen for OXTR agonist project, fluorescence, CHO-V1R cells | actives 0.25% (n = 320,000) | AID 2797, 2010 | activation, % at 3 µM | Fluo-8 calcium fluorescence, agonist mode; 0% DMSO, 100% 3 nM vasopressin;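 active = activation above the mean activation of all tested compounds plus 3 SD, per screening run, cut at about 20% in these data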;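 note: signal is peak over basal fluorescence ratio across a 100 second FLIPR read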
OXTR agonist: human OXTR agonists, primary screen, fluorescence, CHO-OTR cells, Fluo-8 calcium. Oxytocin receptor (Homo sapiens), P30559. Fluo-8 calcium fluorescence; normalized: DMSO 0%, oxytocin 100%. activation, % at 3 µM. actives 0.32% (n = 320,000). AID 2435, 2010;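 active = activation above the mean of all tested compounds plus 3 SD, cutoff set per screening run, cut at about 20% in these data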;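 note: peak over basal fluorescence ratio from a 100 s FLIPR kinetic read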
HCV NS3 hel inh: inhibitors of HCV NS3 helicase, primary screen, biochemical, Cy5 molecular beacon fluorescence; Hepatitis C virus NS3 helicase; NS3 helicase DNA unwinding; inhibition, % at 10.9 µM; actives 0.56% (n = 290,000);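 active = inhibition above the mean of all tested compounds plus 3 SD, set per campaign, cut at about 35% in these data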;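 note: 0% = DMSO wells and 100% = thioflavine S control wells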
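Test system: hepatitis C virus NS3 helicase domain fragment enzyme. Also added: annealed dual-labelled DNA beacon duplex, ATP-started. Timing: 60 min unwinding reaction at 25 °C after ATP addition. Technique: Cy5 fluorescence. Measure: % inhibition of unwinding.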
DNA FID counter: compounds displacing fluorescent DNA intercalator, primary screen, artefact control for HCV NS3 helicase inhibitor project, biochemical, FID fluorescence; DNA fluorescent intercalator displacement; inhibition, % at 7.9 µM; actives 0.17% (n = 290,000); in the data active = inhibition above about 37%;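 note: 0% = vehicle and 100% = reference compound; higher means more ethidium bromide displaced from hairpin DNA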
GalR3 antag: GalR3 antagonists in HEK293 cells, primary screen, cell-based, fluorescence readout; Galanin receptor type 3 (Homo sapiens), O60755; HEK293 GalR3-CNG cAMP membrane potential fluorescence; galR3 body fused to GalR1 C-terminus; inhibition, % at 3 µM; actives 0.44% (n = 360,000); AID 651719, 2012;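 active = inhibition above the screen-wide average plus 3 SD, cut at about 13% in these data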;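 note: forskolin and galanin both at EC90 stimulate the cells; cAMP rise reported by CNG channel membrane potential dye signal; 0% = forskolin plus galanin with DMSO and 100% = forskolin alone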
Target sequence (O60755 1-299 limits assumed): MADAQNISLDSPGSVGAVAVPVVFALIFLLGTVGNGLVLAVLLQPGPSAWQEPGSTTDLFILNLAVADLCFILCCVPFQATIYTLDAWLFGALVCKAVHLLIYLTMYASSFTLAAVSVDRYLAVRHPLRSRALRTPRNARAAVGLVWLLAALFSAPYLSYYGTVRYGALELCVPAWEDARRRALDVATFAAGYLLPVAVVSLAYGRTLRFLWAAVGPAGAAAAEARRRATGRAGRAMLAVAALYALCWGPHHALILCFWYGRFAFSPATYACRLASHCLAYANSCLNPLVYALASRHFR
IMP-1 inhibitor: IMP-1 metallo-beta-lactamase inhibitors, primary screen, biochemical, epi-absorbance readout, Pseudomonas aeruginosa enzyme | purified IMP-1, nitrocefin hydrolysis, epi-absorbance fluorescence | metallo-beta-lactamase IMP-1 (Pseudomonas aeruginosa) | inhibition, % at 5.6 µM | actives 0.45% (n = 290,000);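 active = inhibition above the mean plus 3 SD of all compounds in the same screening run, cut at about 4.5% in these data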;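 note: 0% = IMP-1 with DMSO and 100% = DMSO wells lacking enzyme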
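System: Purified IMP-1 | Read-out basis: Percent enzyme inhibition | Controls: IMP-1 with DMSO as 0%, enzyme-free DMSO as 100% | Replicates: One well per compound | Doses: 5.6 µM nominal single concentration | Detection: Epi-absorbance fluorescence, 480 nm excitation, 530 nm emission | Incubation: 25 °C, 15 min preincubation, 25 min reaction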
Active calls of the source: *; x = not tested or not shown.

Values in the order – PHOSPHO1 inh	GPR7 antagonist	VIM-2 inhibitor	V1R ag counter	OXTR agonist	HCV NS3 hel inh	DNA FID counter	GalR3 antag	IMP-1 inhibitor
O=C(NCc1ccc(C(F)(F)F)cc1)C1CC(c2cccc(F)c2)=NO1 (stereo unspecified)
→ 13	x	x	3.3	3.1	x	x	-6	x
N#Cc1c(SCc2ccccc2)sc(C(=O)c2ccccc2)c1N
→ 73*	-9	-1.9	-0.1	-0.2	2	-3	-4	-4.0
Cc1cc(NC(c2ccc(Cl)cc2)c2ccc3cccnc3c2O)no1 (stereo unspecified)
→ 18	-4	-2.7	1.4	0.8	3	-6	-1	-0.6
C/C=C(\C)CN1CCc2cc(OC)c(OC)cc2C1
→ -8	-9	-1.0	0.8	0.5	0	-2	-6	-0.2
COc1ccc(NC(=O)/C(C#N)=C\c2ccc(-c3cc(C(=O)O)ccc3C)o2)cc1
→ 29	-4	0.4	-0.1	-2.1	21	-25	-7	-1.2
CCOc1ccc2c(c1)-c1c(ssc1=S)C(C)(C)N2C
→ 70*	-7	-2.0	0.0	-1.9	-2	0	1	-3.9
N#CCCN(CCC#N)c1nnc(-c2ccccc2)s1
→ -4	7	-0.4	0.2	0.0	4	0	-5	-3.0
COc1ccc(C(=O)OCC(=O)NCc2ccc3c(c2)OCO3)cc1[N+](=O)[O-]
→ 12	-7	-1.1	2.0	-0.9	-1	8	-1	-0.1
CCOc1cc(CNc2ncc(-c3ccc(OC)cc3)n2C)ccc1O
→ 20	1	0.5	0.6	0.2	-11	8	0	4.8*
O=C(c1cc2cc(F)ccc2[nH]1)N1CCN(c2ccc(F)cc2)CC1
→ 23	5	-2.5	-0.3	-1.8	-5	-18	-6	-3.8
Cc1ccc(SCCC(=O)N(C)C)cc1
→ 10	-5	-0.6	0.5	0.7	-5	5	-1	-2.2
CCCCOC(=O)C1=C(C)Nc2ncnn2C1c1cccc(OC)c1 (stereo unspecified)
→ -1	-10	-0.6	-1.2	-2.2	12	-18	-5	-2.2
O=C(Nc1ccc(-n2cnnn2)cc1)C1CCC1
→ 16	-8	-1.6	0.4	0.1	-26	-3	4	-3.2
O=C(O)CCc1nc(-c2ccccc2)no1
→ -8	-5	-4.2	0.1	0.4	5	1	1	-4.7
NC1=NC(=O)/C(=C/c2ccc(Br)cc2)S1
→ 29	-10	0.9	0.3	-0.9	1	-4	-8	-3.3
CC(C)CC(=O)Nc1nnc(S(=O)(=O)N(C)c2ccc(Cl)cc2)s1
→ 18	1	-1.9	1.3	-0.5	-2	-5	-9	-1.7
CNC(=O)c1cc(NC(=O)CCn2nc(-c3ccc(C)cc3)c3ccccc3c2=O)ccc1OC
→ 28	-4	-3.0	-0.7	-2.5	7	-43	-2	-3.4
O=C(c1cc(S(=O)(=O)N2CCCCC2)ccc1F)N1CCCCC1
→ 11	1	-2.3	-0.9	0.0	-3	-15	x	-2.1
COc1ccc(CN(C(=O)c2oc3ccccc3c2C)C2CCS(=O)(=O)C2)cc1OC (stereo unspecified)
→ -14	-11	-3.9	2.2	7.0	2	-42	4	-6.2
Cc1nc2ccccc2n1Cc1ccccc1
→ 10	4	2.3	8.2	8.2	5	-4	-11	0.8
Cc1cc(C)n2nc(S(=O)(=O)NC3CCCCC3)nc2n1
→ 26	-3	-0.4	0.4	0.8	-5	-1	4	-3.5
Cc1ccc(N(Cc2ccccc2F)S(C)(=O)=O)c(C)c1
→ 20	-1	-2.0	-0.6	-1.4	-10	-11	-4	-0.9
O=C1CSC(c2cn(-c3ccccc3)nc2-c2cc3ccccc3oc2=O)N1Cc1ccco1 (stereo unspecified)
→ 22	1	-4.5	0.2	1.5	0	-34	-3	-2.8
CN(C)CCN(C(=O)c1ccc2c(c1)OCCO2)c1nc2c(Cl)cccc2s1
→ 38	6	-0.8	0.3	0.2	-5	5	0	0.1
CCc1ccc(/C=C2\SC(=S)N(CCC(=O)Nc3cc(C)on3)C2=O)cc1
→ 5	-18	-2.2	2.5	2.3	-3	-1	-2	-1.6
O=C(NN/C(=N/S(=O)(=O)c1ccc(Cl)cc1)c1ccccc1)c1ccc(O)cc1
→ -21	10	-0.2	0.9	0.7	-4	-6	0	-2.3
Cc1ccc(/C=c2\s/c(=C(/C#N)C(=O)N3CCCC3)n(Cc3ccco3)c2=O)s1
→ 28	9	0.5	0.2	-1.5	27	-26	0	1.9
Cc1cc(N(C)/N=C/c2ccccc2)nc(-c2ccccc2O)n1
→ 22	-4	-2.0	1.1	0.1	4	10	-4	-0.3
COc1ccccc1N1CCN(C2CCC(C)CC2)CC1 (stereo unspecified)
→ x	-11	-0.9	0.0	-0.3	0	-1	-9	-0.4
CCCCc1nnc(NC(=O)CS(=O)(=O)Cc2ccccc2)s1
→ -1	-13	-0.5	0.0	0.7	6	-16	-4	-3.6
COc1ccc(NC(=O)c2nnn(Cc3ccc(SC)cc3)c2N)c(OC)c1
→ -19	16	-5.4	11	14	-4	-11	-3	-3.5
COC(=O)C(C(=O)OC)=C(/C=C/N(C)C)N(C)C
→ -37	-22	-4.6	0.8	0.7	-1	-3	-5	-2.5
Cc1ccc(C(=O)/C=C2\NCCNC2=O)cc1
→ -13	-4	-0.8	1.0	1.4	-6	-1	-4	-4.6
Clc1ccccc1Sc1ccc(-c2ccccn2)s1
→ 25	-10	0.1	-0.5	-0.5	-1	-4	7	-1.7
O=C(N/C(=C/c1ccccc1)C(=O)N1CCOCC1)c1ccc([N+](=O)[O-])cc1
→ -13	-10	-1.8	-0.1	-0.5	12	-3	0	-1.8
COc1ccccc1NC(=O)C1CCCN(c2ncnc3c2nc2n3CCCCC2)C1 (stereo unspecified)
→ 22	-1	-0.2	0.8	-1.1	1	-57	0	-2.0
CCN1C(=O)CC(NCc2ccc(S(N)(=O)=O)cc2)C1=O (stereo unspecified)
→ 42	-5	-2.5	0.6	0.8	1	2	0	-3.1
OCCC1CN(Cc2cccn2-c2cccnc2)CCN1Cc1ccc(F)cc1 (stereo unspecified)
→ 48	-4	-0.9	-2.4	-1.6	-2	-1	-7	-1.6
CN(C)CCCC1(O)c2ccccc2CCc2ccccc21
→ 16	-7	-3.4	0.7	-0.4	-9	15	4	-1.6
COc1ccc(-c2csc(N(CCc3ccc(OC)c(OC)c3)C(=O)COc3ccccc3)n2)cc1
→ 4	-14	-0.9	2.2	0.8	0	0	0	-2.1

PHOSPHO1 inh: entries above that show a hit.
SMILES	PHOSPHO1 inh	GPR7 antagonist	VIM-2 inhibitor	HCV NS3 hel inh	GalR3 antag	IMP-1 inhibitor
N#Cc1c(SCc2ccccc2)sc(C(=O)c2ccccc2)c1N	73*	-9	-1.9	2	-4	-4.0
CCOc1ccc2c(c1)-c1c(ssc1=S)C(C)(C)N2C	70*	-7	-2.0	-2	1	-3.9

Further structures
Values in the order – PHOSPHO1 inh	GPR7 antagonist	VIM-2 inhibitor	V1R ag counter	OXTR agonist	HCV NS3 hel inh	DNA FID counter	GalR3 antag	IMP-1 inhibitor
CN(C)CCNC(=O)Cn1ccc2cc(S(=O)(=O)N3CCCCC3)ccc21
→ 35	-9	0.2	0.8	0.7	-11	13	7	3.1
CC(Oc1ccc(C(C)(C)C)cc1)c1ccnc2nc(/N=C/N(C)C)nn12 (stereo unspecified)
→ -7	5	-1.3	-0.2	0.3	-2	-28	-4	-1.5
CC(C)C(c1nnnn1Cc1ccco1)N1CCC(C(N)=O)CC1 (stereo unspecified)
→ -1	-8	-4.5	2.4	1.4	1	-3	-1	-4.7
Cc1c(NC(=O)Oc2ccccc2)sc(=S)n1C
→ 6	-14	-1.5	0.2	-0.7	2	-2	-2	-4.7
Cc1onc(-c2ccccc2Cl)c1C(=O)NCc1ccc(F)cc1
→ 34	-12	-1.5	-0.1	-1.7	7	-9	-9	-2.9
COc1cc2c(cc1OC)C1(Nc3c-2c(Cc2ccccc2)nn3-c2ccccc2)C(=O)Nc2ccccc21 (stereo unspecified)
→ -18	-2	-2.0	0.2	3.1	1	-7	-6	-2.3
CCCCN(CCO)c1ncnc2sc(-c3ccccc3)cc12
→ 18	-7	0.8	-1.1	-1.3	2	-31	-3	-3.2
CCOC(=O)c1cc(-c2ccc(F)cc2)n(CCC(=O)NC2CCN(Cc3ccccc3)CC2)c1C
→ -23	5	-2.5	6.7	5.3	-80	21	-5	-2.4
CCOc1ccc(C2c3[nH]c4ccccc4c3C[C@H]3C(=O)N(C4CCN(Cc5ccccc5)CC4)CC(=O)N23)cc1OC (stereo partly specified)
→ 11	-7	-3.1	x	x	-69	-1	-7	-2.1
COCC1CCCCN1C(=O)c1cccc(OC2CCN(C(=O)C3CC3)CC2)c1 (stereo unspecified)
→ 4	-10	-4.9	0.5	-0.7	-3	-41	1	-3.5
O=C(NCc1ccc2c(c1)OCO2)c1cccc(F)c1
→ -8	8	-2.4	0.5	0.5	-3	-1	-3	-3.2
Cc1c(C)c2ccc(OC(C)C(=O)NCCc3c[nH]c4ccccc34)cc2oc1=O (stereo unspecified)
→ 34	9	1.3	-0.9	1.0	-19	-29	2	-1.3
O=C(Cn1c(SCC(=O)N2CCCc3ccccc32)nc2ccccc21)N1CCCC1
→ -8	-9	-1.6	0.6	-0.5	7	-37	x	-5.9
CC(CN1CCOCC1)OC(=O)CCc1ccccc1 (stereo unspecified)
→ 40	-14	-1.7	0.3	-0.1	-12	4	-6	-1.9
CCc1c(C)nc(SCC(=O)NNC(=O)Cc2ccc(OC)cc2)[nH]c1=O
→ 47	0	-3.0	0.1	-0.3	23	-15	-4	-1.5
O=C(c1cc2c(ccc3ccccc32)oc1=O)N1CCCC1
→ 32	-5	0.3	-0.2	-0.5	10	-7	-2	0.4
O=C(COC(=O)CCc1nc2ccccc2c(=O)[nH]1)NCc1ccc(F)cc1
→ -15	-14	0.2	-1.4	0.1	-2	-10	-1	-3.6
CC(=O)c1cccc(CN2CCN(Cc3ccc(F)cc3)C(CCO)C2)c1 (stereo unspecified)
→ 60*	-5	-1.3	-0.2	1.6	-6	4	-5	-3.7
COc1ccc(CC(=O)N2CCN=C2SCc2cccc([N+](=O)[O-])c2)cc1
→ 27	21*	1.9	2.8	0.3	-4	5	-6	-1.9
Cn1cc(Cl)c(C(=O)OCC(=O)Nc2cccc(Cl)c2)n1
→ 27	4	-2.1	x	x	2	-4	-11	-3.3
Cc1ccc(C)c(NC(=O)c2ccc3nccnc3c2)c1
→ 42	-11	-0.1	0.0	0.9	5	-4	-8	-1.3
COc1ccc(Nc2cc(C)nc3ccc(OC)cc23)cc1
→ 14	11	11*	-0.6	-2.8	-8	22	-2	-0.6
